SIRT5 inh = blocks human SIRT5 desuccinylation of peptide; Purified SirT5, succinyl-peptide AMC, trypsin-coupled fluorescence; 330,000 compounds, 1.1% hits; inhibition, % at 15 µM; Q9NXA8; in the data active = inhibition above about 15%
Target sequence (Q9NXA8 whole entry, looked up): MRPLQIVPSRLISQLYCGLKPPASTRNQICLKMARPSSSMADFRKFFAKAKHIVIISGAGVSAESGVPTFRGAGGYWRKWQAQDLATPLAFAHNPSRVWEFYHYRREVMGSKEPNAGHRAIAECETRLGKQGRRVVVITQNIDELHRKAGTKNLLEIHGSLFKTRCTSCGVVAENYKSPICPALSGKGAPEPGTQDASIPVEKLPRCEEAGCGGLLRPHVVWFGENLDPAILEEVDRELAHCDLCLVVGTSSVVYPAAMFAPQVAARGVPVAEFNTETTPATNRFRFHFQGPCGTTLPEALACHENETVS
LGR2 antag = blocks bursicon-induced cAMP signaling via Drosophila LGR2 | HEK293 LGR2, CRE-luciferase, bursicon-stimulated, 4 h | inhibition, % at 9.99 µM | 380,000 compounds, 0.35% hits | AID 720647;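 active = drop in luminescence signal, shown as inhibition above about 50% in the replicate tests, limit read from the data, passing the limit was not always enough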;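 note: agonist challenge used bursicon conditioned medium at about half maximal strength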
PGC1a acetyl inh = modulators of PGC1a acetylation; U2OS PGC1a acetylation, AlphaScreen anti-acetyl-lysine; with virally co-expressed GCN5 acetyltransferase; inhibition, % at 15.6 µM; 350,000 compounds, 0.17% hits; AID 651687;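 active = every replicate shows inhibition of at least 40%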;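 note: 0% = neutral control wells and 100% = positive control wells; some results beyond the cut were filed as inactive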
Cneo AK release = causes C. neoformans cell lysis; adenylate kinase release luminescence, 4 h; normalised: neutral wells 0, clomiphene wells 100; lysis activity, % at 15 µM; 360,000 compounds, 0.2% hits; AID 651654;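 active = mean lysis activity across replicates of at least 80%, whatever share of replicates individually reach that level; inactive = mean lysis activity below 80%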
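Test system: log-phase Cryptococcus neoformans yeast cells. Input: 5 × 10^6 yeast cells/mL. Medium: fresh YPD growth medium. Doses: single dose. Incubation: static 4 h at 37 °C with compound, 1 h detection. Measured by: luminescent adenylate kinase detection reagent. Read-out: signal increase indicating cell lysis. Benchmarks: Clomiphene.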
ERAP1 inh = ERAP1 (human) enzyme inhibition; inhibition, % at 10.7 µM; recombinant ERAP1, Leu-AMC fluorescence, 60 min; AID 652197; 340,000 compounds, 0.15% hits;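 active = mean replicate inhibition of at least 30%, or all replicates individually reaching that 30% level; inactive = mean below 30% and not every replicate reaching it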;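 note: 0% = neutral control wells and 100% = L-leucinethiol positive control wells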
S100A4 MyoIIA = blocks human S100A4 binding to myosin IIA peptide; 360,000 compounds, 0.14% hits; AID 652163; inhibition, % at 10.7 µM; S100A4/TAMRA-MyoIIA peptide fluorescence polarization;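 active = mean inhibition of at least 70% across replicates, with every replicate also reaching that level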
Target sequence (P26447 whole entry, looked up): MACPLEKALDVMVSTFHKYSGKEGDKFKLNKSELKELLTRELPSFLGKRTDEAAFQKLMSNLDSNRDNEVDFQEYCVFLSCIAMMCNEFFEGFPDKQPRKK
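Test system: S100A4 monomer protein; Medium: HEPES pH 7.2 with CaCl2, KCl, NaCl, DTT, Triton; Probe or stimulus: TAMRA-labelled myosin IIA heavy-chain peptide probe, 5 nM; Doses: one dose per compound; Times: polarization read 5 min after assay mix addition, stable 5–60 min; Benchmarks: neutral control DMSO, positive control TFP.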
Statin myotox sup = suppressors of simvastatin-induced myotoxicity in C2C12 myotubes; rescue of ATP level, % at 7.49 µM; ATP luminescence, 48 h; scaled: DMSO 0, geranylgeraniol control 100; 330,000 compounds, 0.78% hits;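 active = mean ATP rescue above about 67%, or every replicate alone reaching that limit, limit read from the data, passing the limit was not always enough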;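 note: myotubes were challenged with 10 µM simvastatin during compound exposure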
Xi reactivation = X-chromosome reactivation activator | 360,000 compounds, 0.055% hits | XiGFP mouse fibroblasts, % GFP-positive cells imaging, 3 d; cells co-treated with 5-aza-dC sensitizer; scaled so ellipticine positive control = 100% | activation, % at 7.58 µM;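 active = mean normalized replicate activation at least 10% and every replicate at or above 10%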;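 note: 0% = median of on-plate neutral control wells and 100% = ellipticine 6 µM median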
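Material: XiGFP fibroblasts, SV40-immortalized. Buffer or medium: DMEM plus 5-aza-dC sensitizer. Compound: single concentration per compound, delivered by pin transfer. Times: 3 days compound exposure. Controls: ellipticine 6 µM.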
Numbers without * were called inactive; nt = no result given; & = joins results of further samples; ! = not active in a repeat. Only part of the results is shown; the hit share may differ from the screen's.

1	O=C(c1ccc(COc2ccccc2Cl)o1)N1CCOCC1
2	Cc1cccc(C)c1NC(=O)CN
3	COc1ccc(CN2CCNC(=O)C2CC(=O)N(C)CCC2CCOCC2)c(OC)c1 (stereo unspecified)
4	CC1=C(C(=O)N(C)C)CC(CC(=O)NCCCCc2ccccc2)C(=O)N1Cc1ccc(F)cc1 (stereo unspecified)
5	CCn1cc(C(=O)N2CCc3ccccc32)c(=O)c2cc(S(=O)(=O)N3CCCCCC3)ccc21
6	CCCCNC(=O)C(CC)(ONc1ccccc1C(F)(F)F)c1ccccc1 (stereo unspecified)
7	CN(CC(=O)Nc1ccccc1Br)C(=O)Cn1[nH]c(=O)c2ccccc2c1=O
8	CCCC#Cc1ccc2c(c1)O[C@@H](CN(C)C(=O)c1ccccc1)[C@@H](C)CN([C@@H](C)CO)S2(=O)=O

| assay / entry | 1 | 2 | 3 | 4 | 5 | 6 | 7 | 8 |
| --- | --- | --- | --- | --- | --- | --- | --- | --- |
| SIRT5 inh | -1 | 1 | 2 | -4 | nt | nt | -3 | 7 |
| LGR2 antag | -5 | 26 | 10 | 1 | -3 | 6 | -19 | 1 |
| PGC1a acetyl inh | -7 | 2 | 12 | nt | 5 | 0 | 4 | 2 |
| Cneo AK release | 4 | 4 | -11 | 0 | 0 | 1 | 2 | -2 |
| ERAP1 inh | -1 | nt | -4 | 14 | nt | -3 | 0 | 2 |
| S100A4 MyoIIA | 1 | -1 | -10 | 1 | nt | 27 | -3 | -15 |
| Statin myotox sup | 35 | -7 | 5 | 4 | -2 | 16 | -1 | 5 |
| Xi reactivation | -0.1 | -0.1 | 0.0 | -0.1 | nt | 0.0 | 0.0 | -0.9 |

Reformatted as tab-separated lines: entries from further up
item	structure	SIRT5 inh	LGR2 antag	PGC1a acetyl inh	Cneo AK release	ERAP1 inh	S100A4 MyoIIA	Statin myotox sup	Xi reactivation
6	CCCCNC(=O)C(CC)(ONc1ccccc1C(F)(F)F)c1ccccc1 (stereo unspecified)	nt	6	0	1	-3	27	16	0.0
5	CCn1cc(C(=O)N2CCc3ccccc32)c(=O)c2cc(S(=O)(=O)N3CCCCCC3)ccc21	nt	-3	5	0	nt	nt	-2	nt
8	CCCC#Cc1ccc2c(c1)O[C@@H](CN(C)C(=O)c1ccccc1)[C@@H](C)CN([C@@H](C)CO)S2(=O)=O	7	1	2	-2	2	-15	5	-0.9
1	O=C(c1ccc(COc2ccccc2Cl)o1)N1CCOCC1	-1	-5	-7	4	-1	1	35	-0.1
2	Cc1cccc(C)c1NC(=O)CN	1	26	2	4	nt	-1	-7	-0.1
3	COc1ccc(CN2CCNC(=O)C2CC(=O)N(C)CCC2CCOCC2)c(OC)c1 (stereo unspecified)	2	10	12	-11	-4	-10	5	0.0

Next section.
9	COc1ccccc1C(=O)Nc1ccc2c(c1)nc1n2CCN(Cc2ccccc2)C1
10	Cc1nnc(SCC(=O)Nc2nsc(-c3ccc(C(C)(C)C)cc3)n2)s1
11	COC(=O)C1CN(Cc2ccccc2)C(=O)C1=O (stereo unspecified)
12	CC(C)N1CCN(Cc2ccsc2)CC1CCO (stereo unspecified)
13	CCOc1ccc(-n2cnnn2)cc1S(=O)(=O)N1CCC(C)CC1C (stereo unspecified)
14	O=C1CN(CC(=O)NC2CCCc3ccccc32)CCN1 (stereo unspecified)
15	C[C@@H](NC(=O)C[C@@H]1C=C[C@H](NC(=O)Nc2ccc3c(c2)OCO3)[C@@H](CO)O1)c1ccccc1
16	CC(C)C#Cc1ccc([C@H]2[C@@H](CO)N3C(=O)CN(C(=O)c4ccccn4)C[C@H]23)cc1

| assay / entry | 9 | 10 | 11 | 12 | 13 | 14 | 15 | 16 |
| --- | --- | --- | --- | --- | --- | --- | --- | --- |
| SIRT5 inh | -2 | nt | nt | -3 | -3 | -2 | -1 | 1 |
| LGR2 antag | -26 | -72 | -56 | -5 | -12 | 8 | -10 | 9 |
| PGC1a acetyl inh | nt | 0 | -3 | -3 | 1 | -6 | -6 | -6 |
| Cneo AK release | 2 | -2 | -1 | -3 | nt | -3 | 11 | nt |
| ERAP1 inh | -4 | 0 | 0 | 1 | -3 | 1 | 1 | 1 |
| S100A4 MyoIIA | -2 | -4 | 0 | 5 | 0 | 0 | 5 | -13 |
| Statin myotox sup | -25 | -4 | 3 | -3 | nt | 1 | 3 | nt |
| Xi reactivation | 0.3 | -0.1 | 0.2 | 1.0 | 0.0 | 0.2 | 0.2 | 0.0 |

17	O=C(CN1C(=O)NC2(CCCCCC2)C1=O)c1ccc(OC(F)F)cc1OC(F)F
18	C[C@H]1CN([C@@H](C)CO)C(=O)c2cc(Br)cnc2O[C@H]1CN(C)C(=O)c1ccccn1
19	CCC(=O)Nc1ccc2c(c1)C(=O)N(C)C[C@H](OC)[C@@H](C)CN(CC1CC1)[C@H](C)CO2
20	C[C@H]1CN([C@@H](C)CO)C(=O)c2cc(NC(=O)Nc3ccccc3)ccc2O[C@H]1CN(C)S(=O)(=O)c1ccc(F)cc1
21	S=C(Nc1ccccc1)N1CCN(C(=S)c2ccccc2)CC1
22	Cc1ccc(C)c(NC(=O)C(OC(=O)c2ccc(CO)cc2)c2ccccc2)c1 (stereo unspecified)
23	COCC(=O)Nc1ccc2c(c1)OC[C@H](C)N(C(=O)NC(C)C)C[C@H](C)[C@H](OC)CN(C)C2=O
24	Cc1noc(C)c1NC(=O)Nc1cccc2c1O[C@H](CN(C)Cc1ccc(Oc3ccccc3)cc1)[C@@H](C)CN([C@H](C)CO)C2=O

| assay / entry | 17 | 18 | 19 | 20 | 21 | 22 | 23 | 24 |
| --- | --- | --- | --- | --- | --- | --- | --- | --- |
| SIRT5 inh | -7 | 19*! | -6 | 3 | 2 | -10 | 0 | -4 |
| LGR2 antag | 1 | 18&-11 | 7 | -19 | -65 | 3 | 7 | 19 |
| PGC1a acetyl inh | nt | -5&4&-2 | 3 | 3 | -16 | nt | 3 | -39 |
| Cneo AK release | nt | 0&12&1 | 5 | 0 | nt | -1 | 1 | -3 |
| ERAP1 inh | 2 | 0&-2&3 | 0 | -7 | -3 | 0 | -1 | -1 |
| S100A4 MyoIIA | 6 | -6&7&9 | -29 | -4 | 3 | -3 | 1 | 15 |
| Statin myotox sup | nt | -3&-5&7 | -2 | -24 | nt | -6 | -1 | nt |
| Xi reactivation | 0.4 | 0.0&0.1 | 0.6 | -1.1 | 0.0 | 0.1 | 0.4 | -0.9 |

25	COc1ccc(S(=O)Cc2ccc(C(=O)NC3CC3)o2)cc1 (stereo unspecified)
26	C[C@H](CO)N1C[C@H](C)[C@H](CN(C)Cc2ccc(Cl)c(Cl)c2)OCCCC[C@H](C)Oc2ccc(NS(=O)(=O)c3ccc(F)cc3)cc2C1=O
27	CC(=O)N(c1ccccc1)C1CC(C)N(C(=O)c2ccccc2)c2ccccc21 (stereo unspecified)
28	C[C@H]1CN([C@@H](C)CO)C(=O)c2cccc(NC(=O)c3cnccn3)c2O[C@H]1CN(C)C
29	O=C(CCCCO)c1ccc(O)c(Cl)c1
30	CCC(=O)Nc1ccc2c(c1)C(=O)N(C)[C@@H]1CC[C@@H](CC(=O)Nc3cccc(OC)c3)O[C@H]1CO2
31	Cn1c(=O)n(CCCOc2ccc(Cl)cc2)c2ccccc21
32	O=C1CCCCC1c1cccc2ccccc12 (stereo unspecified)

| assay / entry | 25 | 26 | 27 | 28 | 29 | 30 | 31 | 32 |
| --- | --- | --- | --- | --- | --- | --- | --- | --- |
| SIRT5 inh | 0 | -1 | -3 | -3 | 1 | -4 | nt | nt |
| LGR2 antag | 4 | 13 | 7 | -10 | -1 | -2 | -20 | -5 |
| PGC1a acetyl inh | -5 | -4 | 2 | -5 | 5 | 1 | -15 | 0 |
| Cneo AK release | 1 | 2 | 4 | -3 | 3 | 0 | -7 | 2 |
| ERAP1 inh | 1 | 4 | 1 | 0 | 2 | -1 | nt | nt |
| S100A4 MyoIIA | -7 | -4 | -6 | 16 | -28 | 1 | nt | nt |
| Statin myotox sup | 17 | nt | 17 | -4 | 4 | 10 | 14 | 0 |
| Xi reactivation | 0.1 | 0.1 | 0.0 | -1.0 | 0.1 | 0.2 | nt | 0.0 |

33	C[C@@H]1CN([C@@H](C)CO)C(=O)c2cc(NC(=O)C3CCCCC3)ccc2O[C@@H](C)CCCCO[C@@H]1CN(C)S(=O)(=O)c1cn(C)cn1
34	Cc1onc(-c2c(F)cccc2Cl)c1C(=O)N[C@@H]1C(=O)N2C(C(=O)O)C(C)(C)S[C@H]12 (stereo partly specified)
35	COc1cc2c(cc1OC)C(c1ccco1)CC(=O)N2 (stereo unspecified)
36	CC(C)(C)NC(=O)C(=O)NC(=O)c1c(F)cccc1Cl
37	C[C@@H]1CN([C@@H](C)CO)C(=O)c2cc(N(C)C)ccc2O[C@@H](C)CCCCO[C@@H]1CN(C)S(=O)(=O)c1cn(C)cn1
38	CO[C@H]1CN(C)C(=O)c2ccc(NC(C)=O)cc2OC[C@H](C)N(Cc2ccccc2F)C[C@H]1C
39	O=C(Nc1cc(Cl)ccc1Cl)C1CCCO1 (stereo unspecified)
40	O=C(NCC(c1ccco1)N1CCCC1)c1sc2ccccc2c1Cl (stereo unspecified)

| assay / entry | 33 | 34 | 35 | 36 | 37 | 38 | 39 | 40 |
| --- | --- | --- | --- | --- | --- | --- | --- | --- |
| SIRT5 inh | -1 | 2 | -7 | 2 | -3 | 7 | 1 | 3 |
| LGR2 antag | 3 | 10 | 12 | -21 | -13 | 1 | -19 | -6 |
| PGC1a acetyl inh | nt | -4 | 5 | nt | 11 | -1 | 10 | -20 |
| Cneo AK release | 3 | 2 | 0 | 5 | 1 | -2 | 0 | -4 |
| ERAP1 inh | -3 | -2 | 0 | nt | -1 | -1 | 0 | -3 |
| S100A4 MyoIIA | 0 | -3 | -5 | -2 | -28 | -9 | -1 | -1 |
| Statin myotox sup | -18 | 2 | -7 | 0 | 12 | 9 | 4 | -13 |
| Xi reactivation | -0.3 | -0.3 | 0.0 | 0.2 | 0.1 | 0.4 | 0.4 | 0.0 |

41	C/C=C/c1ccc([C@@H]2[C@@H](CO)N3C(=O)CN(C(=O)c4ccc(F)cc4)C[C@H]23)cc1
42	CC(c1ccon1)N(C)Cc1cn(C)nc1-c1ccc2c(c1)OCCO2 (stereo unspecified)
43	CCOc1ccccc1OCCC(=O)OCC(=O)Nc1c(C)cc(C)cc1C
44	CC(C)C(NC(=O)Cc1ccccc1[N+](=O)[O-])C(C)C
45	O=C(C[C@@H]1C=C[C@@H](NC(=O)CC2CC2)[C@@H](CO)O1)NCc1ccc(Cl)cc1
46	C[C@@H]1CN([C@H](C)CO)C(=O)Cc2cc(NC(=O)Nc3ccc(F)cc3)ccc2O[C@@H]1CN(C)Cc1ccc(C(F)(F)F)cc1

| assay / entry | 41 | 42 | 43 | 44 | 45 | 46 |
| --- | --- | --- | --- | --- | --- | --- |
| SIRT5 inh | -4 | 1 | 3 | nt | 2 | 10 |
| LGR2 antag | -8 | -7 | -7 | 11 | 6 | -6 |
| PGC1a acetyl inh | 3 | 2 | -7 | -10 | -1 | -9 |
| Cneo AK release | nt | 7 | 6 | nt | 0 | nt |
| ERAP1 inh | nt | 0 | -2 | nt | -8 | 0 |
| S100A4 MyoIIA | -22 | 0 | 14 | nt | 5 | -1 |
| Statin myotox sup | nt | -13 | 7 | 9 | -2 | -82 |
| Xi reactivation | 0.0 | -0.2 | 0.0 | 0.1 | 0.0 | -1.3 |

High-throughput results: PubChem BioAssay, Broad Institute
